High-throughput results from PubChem.
PLCb3 inh = inhibitors of human phospholipase C beta3 | Q01970 | Purified PLC-beta3, fluorogenic substrate, fluorescence | inhibition, % at 12.2 µM | 370,000 compounds, 0.18% hits | AID 720704; in the data active = inhibition above about 11%;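 also: 0% = median of compound wells on plate and 100% = full blocker control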
Target sequence (Q01970 whole entry, looked up): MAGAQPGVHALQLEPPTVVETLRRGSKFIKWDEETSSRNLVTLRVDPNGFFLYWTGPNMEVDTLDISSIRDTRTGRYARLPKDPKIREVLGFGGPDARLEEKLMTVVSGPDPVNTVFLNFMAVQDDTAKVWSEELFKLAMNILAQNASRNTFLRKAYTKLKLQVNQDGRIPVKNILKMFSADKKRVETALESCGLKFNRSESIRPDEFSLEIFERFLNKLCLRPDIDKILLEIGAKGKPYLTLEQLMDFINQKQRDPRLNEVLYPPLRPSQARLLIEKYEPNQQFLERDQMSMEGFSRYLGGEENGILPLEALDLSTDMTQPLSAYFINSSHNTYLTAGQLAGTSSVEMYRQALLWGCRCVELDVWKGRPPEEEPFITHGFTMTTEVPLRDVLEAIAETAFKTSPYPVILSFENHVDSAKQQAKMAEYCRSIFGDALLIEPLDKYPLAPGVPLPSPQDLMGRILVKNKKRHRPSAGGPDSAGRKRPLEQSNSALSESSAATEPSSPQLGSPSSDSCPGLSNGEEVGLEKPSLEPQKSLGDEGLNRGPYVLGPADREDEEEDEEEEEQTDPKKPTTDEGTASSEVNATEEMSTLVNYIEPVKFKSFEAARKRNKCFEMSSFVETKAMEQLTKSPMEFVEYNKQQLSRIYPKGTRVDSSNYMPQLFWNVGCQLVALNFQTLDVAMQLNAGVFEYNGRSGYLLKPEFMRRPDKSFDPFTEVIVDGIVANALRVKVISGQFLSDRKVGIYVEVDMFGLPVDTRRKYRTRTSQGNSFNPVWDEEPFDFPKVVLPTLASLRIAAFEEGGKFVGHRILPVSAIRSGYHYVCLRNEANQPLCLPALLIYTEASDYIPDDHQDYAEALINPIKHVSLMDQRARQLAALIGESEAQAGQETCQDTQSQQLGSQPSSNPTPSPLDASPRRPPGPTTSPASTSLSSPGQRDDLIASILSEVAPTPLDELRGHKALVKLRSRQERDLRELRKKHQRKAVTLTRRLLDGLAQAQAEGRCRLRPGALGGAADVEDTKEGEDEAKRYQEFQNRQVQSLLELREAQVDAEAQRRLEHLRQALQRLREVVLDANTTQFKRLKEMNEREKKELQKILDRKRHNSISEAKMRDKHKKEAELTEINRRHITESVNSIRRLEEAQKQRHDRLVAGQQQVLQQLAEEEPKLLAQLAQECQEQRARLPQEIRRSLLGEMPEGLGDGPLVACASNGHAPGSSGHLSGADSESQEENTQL
ARFGAP1 inh = inhibitors of rat ARFGAP1; 360,000 compounds, 0.26% hits; inhibition, % at 16.5 µM; Q62848; AID 651572; Arfgap1-stimulated ARF1 GTP hydrolysis, GDP FP detection;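 active = inhibition above a per-plate limit, mean inhibition of low control wells plus 3 SD, cut at about 25% in these data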;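 also: 0% = DMSO wells with enzyme and 100% = wells lacking Arfgap1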
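Material: rat Arfgap1 catalytic domain, aa 1-136; also added: human ARF1(Δ1-17)-GTP substrate; compound dosing: one concentration, 16.5 µM, DMSO 1.26%; incubation: GTP hydrolysis reaction 2 h at 25 °C; measured by: Tracer-displacement fluorescence polarization with EDTA stop, 620/688 nm; evaluation: % inhibition from polarization; repeats: one replicate per compound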
SIAE primary = inhibitors of human sialic acid acetylesterase SIAE; Q9HAT2; SIAE FP-Rh probe binding, fluorescence polarization; inhibition, % at 9.66 µM; 370,000 compounds, 0.69% hits;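 active = inhibition above a cutoff: mean of compounds within the control limits plus 3 SD of those, cut at about 17% in these data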;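 also: 0% = plate median of compound wells and 100% = probe without SIAE protein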
Tn7 DDE FP = inhibitors of Tn7 peptide binding to human fibrin DD(E); P02675; FP displacement of FITC-Tn7 peptide from fibrin DD(E); 0% = median of compound wells per plate; inhibition, % at 8.3 µM; 370,000 compounds, 0.13% hits; AID 720508;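 active = inhibition above the mean of compounds falling within the control limits plus 3 SD of them, cut at about 14% in these data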;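 also: 0% = plate median of compound wells and 100% = 10 µM Aha-Tn7 peptide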
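Test system: human clot-derived fibrin DD(E) complex / Quantity: 2 µM final DD(E) protein / Incubation: 10 min plus 3 h, room temperature / Measured by: fluorescence polarization / Benchmarks: high control of 10 µM Aha-Tn7 peptide / Replicates: singlicate testing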
ASAP1 GAP inh = ASAP1 ArfGAP inhibition | ASAP1-stimulated ARF1 GTP hydrolysis, GDP FP detection | 360,000 compounds, 0.19% hits | AID 624377 | inhibition, % at 16.5 µM; in the data active = inhibition above about 25%;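 also: 0% = vehicle with enzyme and substrate and 100% = no enzyme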
ADAM17 inh = inhibitors of human ADAM17 | recombinant ADAM17, EDANS/DABCYL FRET peptide cleavage | inhibition, % at 6.95 µM | 370,000 compounds, 0.83% hits | AID 720648;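 active = inhibition above the mean of compounds lying between control limits plus 3 SD, set per campaign, cut at about 8.5% in these data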;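 also: 0% = DMSO-only wells as the low control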
DDE Tn6 FP inh = DD(E)-Tn6 binding inhibition, primary FP screen. P02675. Fibrin DD(E) TRITC-Tn6 fluorescence polarization displacement. inhibition, % at 8.3 µM. 370,000 compounds, 0.21% hits;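 active = inhibition above a per-campaign cutoff: mean of compounds within control limits plus 3 SD, cut at about 15% in these data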;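 also: 0% = median of all compound wells on the plate and 100% = blocking peptide control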
TDP2 inh = TDP2 (human) inhibition, absorbance primary screen | 370,000 compounds, 0.34% hits | inhibition, % at 12.8 µM | O95551 | recombinant TDP2, T5PNP hydrolysis, p-nitrophenol absorbance 415 nm;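 active = inhibition above the mean of all tested compounds plus 3 SD, set per campaign, cut at about 25% in these data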;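 also: 0% = DMSO with enzyme and 100% = buffer with substrate but no TDP2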
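test system = human TDP2 enzyme | input = TDP2 enzyme at 120 nM final | medium = 50 mM Tris-HCl pH 7.5 with Mg2+, KCl, DTT, BSA | also added = T5PNP substrate, 5 mM | times = 2 h at 37 °C | technique = epi absorbance | benchmarks = high control without enzyme, low control DMSO plus TDP2 | replication = each compound tested once, singlicate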
ADAM10 inh = inhibitors of human ADAM10; recombinant ADAM10, EDANS/DABCYL FRET peptide cleavage, 3 h; O14672; AID 720582; inhibition, % at 7 µM; 370,000 compounds, 0.62% hits;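 active = inhibition above a per-campaign cutoff equal to the mean of compounds falling between control-based bounds plus 3 SD, cut at about 20% in these data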;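 also: 0% = DMSO wells while the 100% control is not disclosed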
PLC-gamma1 inh = PLC-gamma1 (human) inhibition, primary screen; P19174; purified PLC-gamma1, fluorogenic substrate, fluorescence; inhibition, % at 12.2 µM; 370,000 compounds, 0.84% hits; AID 720700; in the data active = inhibition above about 9.5%
Starred values were filed as active, the others as inactive; / = no result given; & = joins results of further samples. Outcome played no part in choosing rows; any-hit rate near 3.6%.

SMILES	PLCb3 inh	ARFGAP1 inh	SIAE primary	Tn7 DDE FP	ASAP1 GAP inh	ADAM17 inh	DDE Tn6 FP inh	TDP2 inh	ADAM10 inh	PLC-gamma1 inh
COC(=O)[C@H](CCSC)NC(=O)NCc1ccccn1	-1	-17	-1	1	-11	-3	4	6	-2	3
O=C(Nc1cccc(Cl)c1)Nc1c[nH]c(=O)[nH]c1=O	-1	2	7	-3	2	0	-4	-6	1	1
CCOC(=O)Cn1c(C)nc2ccccc21	4	1	4	-1	10	-2	0	-6	2	1
COCCC(=O)Nc1ccc2c(c1)CN(C(=O)c1ccc(CSC)o1)CC2	-8	-6	2	-4	0	0	-7	-14	-2	-1
CC(=O)Nc1ccc(OS(=O)(=O)c2cc(Cl)ccc2C)cc1	4	-2	-4	7	1	0	-4	1	-1	-1
Nc1nc(SCc2ccc(F)cc2)n[nH]1	7	4	-4	-3	0	-3	5	-2	-7	1
O=c1cc[nH]c2c(C(F)(F)F)cccc12	-3	5	-2	2	-9	-9	3	6	-20	-3
Cc1cc(C)c(C#N)c(Nc2ccccc2F)n1	-9	-7	0	-3	7	2	-1	-14	8	0
O=C1/C(=C/c2ccncc2)N=C2CCCCCN12	-84	1	1	-11	6	-29	3	-6	-104	-54
CC(NC(=O)Cc1cccc(C(F)(F)F)c1)c1ccc(F)cc1 (stereo not drawn)	-7	10	9	-1	15	-1	-9	11	2	2
O=C(COC(=O)CC1CC2CCC1C2)Nc1ccccc1Cl (stereo not drawn)	-3	-4	-4	-2	-2	2	2	-7	11	0
Cn1c(=O)[nH]c(=O)c2c1nc(N1CCCCCC1)n2Cc1cccc2ccccc12	3	-8	-3	7	-2	-6	0	-2	-5	-1
O=C(CCc1ccc(S(=O)(=O)NCCc2ccccc2)cc1)Nc1ccc2c(c1)OCO2	-1	7	6	-1	-1	5	5	3	6	10*
N/C(=N\OC(=O)Nc1cccc(C(F)(F)F)c1)c1ccno1	-1	-2	5	3	11	-6	4	10	-3	2
Cc1ccc2nc(CSc3nnc(-c4ccco4)n3-c3ccccc3)cc(=O)n2c1	-24	8	5	-2	-6	-14	-3	7	-42	-18
COC(=O)c1sc(N)nc1C(C)(C)C	3	10	13	2	-14	-1	-6	8	2	-1
COc1ccc(OC)c(CN2CCN(C(=O)c3ccc(C)c(S(=O)(=O)Nc4ccccc4OC)c3)CC2)c1	-10	-9	-2	-6	-10	-4	-9	-13	-7	-5
Cc1cccc(NC(=O)c2cc(S(=O)(=O)N3CCCCC3)c[nH]2)c1	3	-1	4	5	11	-4	-4	3	-12	1
CCNCCNC(=O)c1c(O)c2ccccc2n(CC)c1=O	-1	5	-1	5	3	-6	0	7	-6	-1
COc1ccc(NS(=O)(=O)c2cc(C(=O)OC(C)C(=O)N3CCOCC3)ccc2Cl)cc1 (stereo not drawn)	-2	-15	-3	-3	-9	-4	-5	-1	-10	6
Cc1c(Cl)cccc1Nc1ncccc1C(=O)O	-9&0	12&6	6&-3	-4&-6	-1&7	-9&3	-5&-1	-6&-1	-14&13	-9&3
Cc1ccc(C(=O)N/C(=C\c2cccs2)C(=O)NCCCN2CCOCC2)cc1	-8	8	5	3	1	-2	-5	-3	-6	0
Cc1ccccc1N1CCN(C(=O)CN2C(=O)c3ccccc3C2=O)CC1	2	-8	14	-5	26*	1	2	7	9	-2
COc1ccc(NC(=O)N(C)C[C@H]2Oc3ccc(NC(=O)Nc4ccc5c(c4)OCO5)cc3C(=O)N([C@H](C)CO)C[C@@H]2C)cc1	-2	16	-6	-3	8	-1	-4	-3	5	-5
C[C@@H]1CN([C@@H](C)CO)C(=O)CCCn2nncc2CO[C@@H]1CN(C)C(=O)NC1CCCCC1	3	5	5	0	-14	-4	3	5	-10	1
COc1cc(NC(=O)CSc2nnnn2C2CCCC2)cc(OC)c1	-4	5	-1	4	12	-5	-6	-7	-16	0
O=C(O)CCCCCN1C(=O)C(O)=C(C(=O)/C=C/c2ccccc2)C1c1ccccc1[N+](=O)[O-] (stereo not drawn)	-15	-6	2	-1	4	-7	-1	6	-15	-12
Cc1ccccc1Nc1nc(N)c2ccccc2n1	0	6	-5	6	-11	-2	8	6	-4	-2
CCOC(=O)CSC1=C(C#N)C(c2ccc(OC)cc2)C2=C(CC(C)(C)CC2=O)N1 (stereo not drawn)	-7	-15	1	-2	-6	-4	7	-9	-8	-5
CC(C(=O)Nc1cccc([N+](=O)[O-])c1)N1CCN(C/C=C/c2ccccc2)CC1 (stereo not drawn)	3	6	10	-4	-19	-2	2	5	6	-3
OCC[C@@H]1C[C@H](O)[C@@H](O)[C@@]2(CCc3ccccc3O2)O1	2	3	5	3	-5	2	2	0	0	1
CC(C)N1C(=O)CCN(C=O)c2ccccc21	2	-4	0	-3	6	-1	5	8	2	-2
Cc1ccc(CN(C)C(=O)c2ccccc2Oc2ccccc2)o1	0	1	1	0	4	-2	4	3	-3	-3
CCn1c(SCC(=O)OC2CCCCC2)nnc1-c1ccncc1	-5	6	-2	4	-15	-8	6	4	-5	-5
CCOc1cc(NC(=S)NCC2CCCO2)c(OCC)cc1NC(=O)CC(C)C (stereo not drawn)	0	4	0	3	15	-1	6	-17	3	-1
CC1=NN(Cc2ccccc2)C(=O)/C1=C/c1ccc(N(C)C)cc1	5	5	15	-5	-3	3	1	-6	5	5

Looked up by structure from the list above:
SMILES	PLCb3 inh	ARFGAP1 inh	SIAE primary	Tn7 DDE FP	ASAP1 GAP inh	ADAM17 inh	DDE Tn6 FP inh	TDP2 inh	ADAM10 inh	PLC-gamma1 inh
CC(C)N1C(=O)CCN(C=O)c2ccccc21	2	-4	0	-3	6	-1	5	8	2	-2
Cc1ccccc1Nc1nc(N)c2ccccc2n1	0	6	-5	6	-11	-2	8	6	-4	-2

The list continues:
SMILES	PLCb3 inh	ARFGAP1 inh	SIAE primary	Tn7 DDE FP	ASAP1 GAP inh	ADAM17 inh	DDE Tn6 FP inh	TDP2 inh	ADAM10 inh	PLC-gamma1 inh
CC(C)C(=O)Nc1cccc(NC(=S)NC(=O)c2cccs2)c1	-1	-5	-8	-4	8	1	-3	-14	7	3
C=CCC(CC=C)(NC(=O)c1cccc(C)c1)c1ccccc1	1	0	6	4	-1	0	-1	6	1	0
CCC(=O)NC(=S)Nc1ccc(NC(=O)COc2ccccc2)cc1	2	6	-2	-1	2	-2	-2	-3	4	4
O=c1c2ccccc2nc2n1CCCCN2	-93	1	-1	-1	1	-149	6	3	-431	-89
CCn1c(CSc2nc3ccccc3s2)nnc1SCC(=O)c1ccc(O)c(O)c1	1	32*	-6	-2	-8	-2	-11	-1	5	2
COc1ccc(C2CC(c3cccs3)=NN2C(=O)CSc2nc3ccccc3o2)cc1 (stereo not drawn)	-61	0	8	5	-2	-12	4	-13	-45	-40
Cc1cc2n(n1)C(c1ccccc1)Nc1ccccc1-2 (stereo not drawn)	-32	0	1	3	3	-47	-1	2	-196	-23
COc1ccc(NC(=O)c2cc(=O)c3ccccc3o2)cn1	1	10	0	-4	7	1	-7	-1	9	1
Cc1cc(C)c(S(=O)(=O)N2CCN(C(=O)CN3C(=O)NC4(CCCC4)C3=O)CC2)c(C)c1	3	6	-3	-3	-2	7	-6	-8	11	2
COC(=O)c1cc(OC)c(OC)cc1NC(=O)c1ccccc1	1	-19	-1	-3	-15	-2	0	-2	7	0
O=C(c1cccs1)n1nc(NCc2ccccc2)nc1NCc1ccccc1	-6	-2	-1	1	6	1	-8	-9	-4	-2
CCOc1ccc(NC(=O)Cn2nnc(-c3ccccc3NC(=O)C3CC3)n2)cc1	0	-3	-10	4	-9	-4	9	-5	3	1
O=c1c2cc(NC(=S)NC3CCCCC3)ccc2nc2n1CCCCC2	-4	5	1	-1	4	-7	-5	-14	-26	-1
CC(C)C[C@@H]1COc2cccc(N3CCCC3)c2S(=O)(=O)N1C	-1	/	-1	-1	/	-4	7	4	-3	1
CCOC(=O)NC(Nc1sc2c(c1C(N)=O)CCCC2)(C(=O)OCC)C(F)(F)F (stereo not drawn)	-12	6	5	-1	-9	-5	-1	8	-13	-5
Cc1ccc(C2=NN(CC(=O)NCCN(C)C)C(=O)CC2)cc1	-4	-2	-8	4	8	-4	1	13	-3	1
COc1ccc(N2CCN(C(=O)CCN3C(=O)C4C5C=CC(C5)C4C3=O)CC2)cc1 (stereo not drawn)	-1	9	1	4	6	-1	5	3	-10	1
COc1ccc(CNC(=O)c2cc3c(=O)n4cccc(C)c4nc3n(CC3CCCO3)c2=N)cc1 (stereo not drawn)	-98	11	-3	0	3	-73	-5	-12	-224	-57

Among those listed so far, ten have an aryl methoxy group:
SMILES	PLCb3 inh	ARFGAP1 inh	SIAE primary	Tn7 DDE FP	ASAP1 GAP inh	ADAM17 inh	DDE Tn6 FP inh	TDP2 inh	ADAM10 inh	PLC-gamma1 inh
COc1ccc(OC)c(CN2CCN(C(=O)c3ccc(C)c(S(=O)(=O)Nc4ccccc4OC)c3)CC2)c1	-10	-9	-2	-6	-10	-4	-9	-13	-7	-5
COc1ccc(NS(=O)(=O)c2cc(C(=O)OC(C)C(=O)N3CCOCC3)ccc2Cl)cc1 (stereo not drawn)	-2	-15	-3	-3	-9	-4	-5	-1	-10	6
COc1ccc(NC(=O)N(C)C[C@H]2Oc3ccc(NC(=O)Nc4ccc5c(c4)OCO5)cc3C(=O)N([C@H](C)CO)C[C@@H]2C)cc1	-2	16	-6	-3	8	-1	-4	-3	5	-5
COc1cc(NC(=O)CSc2nnnn2C2CCCC2)cc(OC)c1	-4	5	-1	4	12	-5	-6	-7	-16	0
CCOC(=O)CSC1=C(C#N)C(c2ccc(OC)cc2)C2=C(CC(C)(C)CC2=O)N1 (stereo not drawn)	-7	-15	1	-2	-6	-4	7	-9	-8	-5
COc1ccc(C2CC(c3cccs3)=NN2C(=O)CSc2nc3ccccc3o2)cc1 (stereo not drawn)	-61	0	8	5	-2	-12	4	-13	-45	-40
COc1ccc(NC(=O)c2cc(=O)c3ccccc3o2)cn1	1	10	0	-4	7	1	-7	-1	9	1
COC(=O)c1cc(OC)c(OC)cc1NC(=O)c1ccccc1	1	-19	-1	-3	-15	-2	0	-2	7	0
COc1ccc(N2CCN(C(=O)CCN3C(=O)C4C5C=CC(C5)C4C3=O)CC2)cc1 (stereo not drawn)	-1	9	1	4	6	-1	5	3	-10	1
COc1ccc(CNC(=O)c2cc3c(=O)n4cccc(C)c4nc3n(CC3CCCO3)c2=N)cc1 (stereo not drawn)	-98	11	-3	0	3	-73	-5	-12	-224	-57
